Assay outcomes: PubChem, several laboratories
p97 inhibitor: inhibitors of human p97 ATPase. P55072. recombinant p97 ATPase, Kinase-Glo ATP luminescence, 3 h. inhibition, % at 8 µM. 220,000 compounds, 0.42% hits; in the data active means inhibition above about 15%;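 further: 0% = DMSO vehicle and 100% = wells lacking enzyme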
S1P4 agonist: agonists of human S1P4 receptor; O95977; S1P4-expressing cell line, agonist reporter assay; activation, % at 4.98 µM; 220,000 compounds, 0.35% hits; in the data active means activation above about 11%;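 further: 0% = DMSO vehicle and 100% = reference agonist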
Target sequence (O95977 whole entry, looked up): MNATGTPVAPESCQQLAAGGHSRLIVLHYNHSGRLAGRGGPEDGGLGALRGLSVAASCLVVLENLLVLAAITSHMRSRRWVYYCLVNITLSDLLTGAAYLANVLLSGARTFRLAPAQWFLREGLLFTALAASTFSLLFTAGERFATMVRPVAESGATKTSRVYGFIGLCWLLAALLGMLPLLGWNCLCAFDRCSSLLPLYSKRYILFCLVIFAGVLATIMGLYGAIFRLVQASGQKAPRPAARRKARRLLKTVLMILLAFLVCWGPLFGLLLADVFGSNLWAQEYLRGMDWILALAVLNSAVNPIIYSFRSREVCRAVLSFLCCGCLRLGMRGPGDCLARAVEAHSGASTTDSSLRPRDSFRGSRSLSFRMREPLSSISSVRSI
NPY-Y1 PAM-ag: potentiates or activates human NPY-Y1 receptor; P25929; NPY-Y1 expressing cells, potentiator/agonist activation; activation, % at 3.6 µM; 220,000 compounds, 0.37% hits; AID 1304; in the data active means activation above about 33%, passing the limit was not always enough;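 further: cells stimulated with NPY at EC10 then isoproterenol at EC100; 0% = low agonist plus stimulus and 100% = saturating agonist plus stimulus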
Target sequence (P25929 whole entry, looked up): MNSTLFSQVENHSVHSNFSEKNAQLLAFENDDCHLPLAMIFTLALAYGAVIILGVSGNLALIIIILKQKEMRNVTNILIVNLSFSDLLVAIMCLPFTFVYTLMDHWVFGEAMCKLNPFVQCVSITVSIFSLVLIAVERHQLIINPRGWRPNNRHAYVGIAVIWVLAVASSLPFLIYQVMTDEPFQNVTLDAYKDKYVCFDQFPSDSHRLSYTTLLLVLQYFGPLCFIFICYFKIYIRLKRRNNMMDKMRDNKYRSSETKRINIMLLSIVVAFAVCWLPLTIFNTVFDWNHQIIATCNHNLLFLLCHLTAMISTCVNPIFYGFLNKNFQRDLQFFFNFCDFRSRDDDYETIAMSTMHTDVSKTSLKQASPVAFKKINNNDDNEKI
NPY Y1 blocker: NPY-Y1 (human) receptor antagonism | P25929 | HEK293-CNG Y1 cells, membrane potential fluorescence; NPY at EC95, then isoproterenol | inhibition, % at 3.6 µM | 200,000 compounds, 1% hits | AID 1040;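 active means inhibition above the campaign mean inhibition of all tested compounds plus 3 SD, cut at about 20% in these data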;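 further: 0% = DMSO wells given NPY plus isoproterenol and 100% = isoproterenol alone without NPY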
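Assay system: HEK293 cells with Y1 receptor plus CNG channel | Probe or stimulus: NPY (25 nM), isoproterenol (1 µM), Ro 20-1724 (25 µM) | Timing: Compound incubation 1 h at room temperature, readout 45 min post-stimulation | Measured by: Membrane-potential fluorescent dye readout | Benchmarks: High control isoproterenol alone, low control NPY with isoproterenol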
eIF4E 4G PPI: blocks eIF4E binding to eIF4G; P63073+Q04637; TR-FRET eIF4E-eIF4GI(517-606) binding, 2 h; inhibition, % at 21.7 µM; 220,000 compounds, 0.37% hits; AID 782;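 active means inhibition above about 30%, limit read from the data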;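 further: 0% = full FRET control wells and 100% = background wells lacking eIF4GI fragment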
EP2 mod: modulates human prostaglandin E2 receptor EP2 signaling. P43116. EP2-expressing cells, cAMP HTRF FRET, PGE2 co-stimulation. AID 940. induction, % at 25 µM. 260,000 compounds, 0.83% hits;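 active means compounds whose cAMP rise, as percent of the full-agonist control response, exceeds 60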;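 further: rat C6 glioma line stably carrying human EP2 under a CMV promoter; the protocol text gives 20 µM as final concentration; 100% = response of wells given 1 µM PGE2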
S1P4 antagonist: blocks the human S1P4 receptor; O95977; S1P4-expressing cells, antagonist mode, reporter read-out; 220,000 compounds, 0.26% hits; inhibition, % at 4.98 µM; in the data active means inhibition above about 29%;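 further: 0% = wells stimulated with agonist and 100% = vehicle wells without agonist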
NPY-Y2 PAM-ag: human NPY-Y2 potentiation or agonism, primary screen | activation, % at 3.6 µM | 220,000 compounds, 0.45% hits | AID 1359 | cells expressing NPY-Y2, potentiator/agonist read-out | P49146; in the data active means activation above about 27%;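 further: cells stimulated with NPY near EC25 plus isoproterenol at EC100; 0% = vehicle plus submaximal agonist and 100% = vehicle plus saturating agonist; some results beyond the cut were filed as inactive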
EP2 antag: blocks the human prostaglandin E2 receptor EP2; C6 glioma cells expressing human EP2, cAMP TR-FRET; cells stimulated with saturating PGE2; inhibition, % at 25 µM; 260,000 compounds, 0.52% hits;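 active means percent inhibition above 40 after rounding to a whole number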;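 further: rat C6 glioma host cells with rolipram phosphodiesterase inhibitor present; the protocol text gives 20 µM as final concentration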
The depositor's hits bear a star; · = not tested or not shown; & = joins results of further samples; [ ] = another dose, or the depositor's remark. Not all compounds are listed (hit frequency here may not be typical).

The line under a structure holds: p97 inhibitor	S1P4 agonist	NPY-Y1 PAM-ag	NPY Y1 blocker	eIF4E 4G PPI	EP2 mod	S1P4 antagonist	NPY-Y2 PAM-ag	EP2 antag
CCCC(=O)Nc1cc(OC)c(NC(=O)NC2CCCCC2)cc1OC
  2.8	-2.2	2.5	-2.0	4.9	-6.4	6.8	11.8	6.0
CC(NC(=O)Cn1nc(-c2ccccc2)c2ccccc2c1=O)c1ccccc1 (stereo unspecified)
  -5.8	0.5	2.4	17.1	2.9	9.3	-28.5	-12.3	11.6
Cc1cc(C(F)(F)F)cc(NNC(=O)NC(=O)c2c(F)cccc2Cl)n1
  4.4	0.2	0.9	·	1.6	-24.4	6.7	-6.9	14.6
CCCCNC(=O)Cn1cnc([N+](=O)[O-])n1
  2.5	2.2	14.4	4.9	2.2	6.7	-14.6	9.9	9.6
CCCc1cc(=O)[nH]c(SCc2cc(=O)oc3cc(C)c(C(C)C)cc23)n1
  0.6	2.2	-22.9	4.9	1.6	32.8	-17.0	3.9	14.3
CN(c1ccccc1C(=O)Nc1ccccc1C(=O)NCc1ccco1)S(C)(=O)=O
  0.5	0.7	-14.3	3.3	-2.3	36.8	0.8	-5.1	2.4
CC1=NCCN1S(=O)(=O)c1ccccc1[N+](=O)[O-]
  1.0	0.7	-13.3	-3.8	-1.2	7.9	5.1	-13.0	3.3
COc1ccc(NC(=O)C2CCN(S(=O)(=O)c3c(C)noc3C)CC2)cc1Cl
  3.6	-2.9	-20.2	-3.2	2.2[fluorescence artefact?]	-10.4	-8.8	-1.9	8.4
CCn1c(CCNC(=O)c2cccs2)nnc1SCC(=O)Nc1cccc(Cl)c1
  -0.2	1.0	-2.4	-0.3	0.5	-3.8	-13.6	1.4	18.7
C/C(=N/NC(=O)c1ccoc1C)c1ccc(NC(=O)C2CCCC2)cc1
  -7.1	0.9	-19.9	1.8	1.7	-23.8	1.9	0.9	9.0
Cc1c(C#N)c(N=CN(C)C)c(C(=O)c2ccccc2)n1-c1ccc(Br)cc1
  -3.8	4.1	-4.9	0.3	-2.1	10.4	-6.6	-11.3	12.5
CCOC(=O)C(NC(C)=O)C(=O)Nc1ccc(OC)cc1 (stereo unspecified)
  7.7	-1.3	13.1	2.8	0.1	-9.8	4.4	15.1	4.5
CSC1CCCCC1(O)CSc1nc2ccccc2o1 (stereo unspecified)
  2.7	0.1	-5.3	13.1	4.0	5.6	-70.8	-21.8	12.8
Cc1ccc(C2NC(=O)c3c(sc4c3CCN(C)C4)N2)s1 (stereo unspecified)
  0.3	3.6	15.3	4.2	-2.0[fluorescence artefact?]	-20.1	-12.2	7.3	5.4
CCCN=Cc1ccc(O)cc1
  4.0	-0.5	12.6	-1.5	5.7	-14.6	-2.9	3.0	2.5
COc1cc(OC)c(C(=O)NCc2cccnc2)cc1OC
  -3.1	0.7	-2.5	-5.1	-1.9	14.7	-17.6	-14.6	7.9
Cc1cc(C(=O)Nc2c(C)nn(Cc3ccc(F)cc3)c2C)on1
  1.6	1.6	-9.3	-1.7	0.3	-18.4	-15.9	5.4	10.1
CCOc1ccccc1CN1CCN(S(C)(=O)=O)CC1
  6.5	0.0	-5.6	4.6	-4.6	14.9	10.6	-6.6	2.9
Cc1cc(C)c(C#N)c(SCCS(=O)(=O)Cc2ccccc2)n1
  5.4	1.1	-6.3	10.5	3.7	4.6	-2.9	7.5	13.4
O=C(Nc1ccc(Cl)c(Cl)c1)c1cccc(S(=O)(=O)NCc2cccnc2)c1
  1.7	0.3	15.8	-7.6	6.2	-9.2	-9.6	10.9	10.4
CC1CC(=O)Nc2ccccc2N1S(=O)(=O)c1ccc(C#N)cc1 (stereo unspecified)
  -1.6	1.2	-12.4	·	-4.3	-38.4	7.3	-22.3	2.0
CC1CCN(CCCNC(=O)c2ccc3c(Cl)c4c(nc3c2)CCCC4)CC1
  3.5	-2.0	-17.7	·	-4.5	6.0	0.1	-42.7	5.5
COc1ccc(C(=O)CSc2nnc(Cn3cnc4ccccc43)o2)cc1
  -8.1	-0.2	-50.3	1.6	-0.3	-25.2	-15.7	8.3	8.2
CC1=C(C)C(=O)N(CCC(=O)O)C1=O
  -0.3	0.0	-5.7	5.4	2.5	33.5	-14.4	9.2	-0.2
CCCCCN(C(=O)NC(=O)NCCCC)S(C)(=O)=O
  7.2	0.6	16.6	-0.7	1.4[fluorescence artefact?]	-2.2	3.7	5.2	10.9
Nc1cc(N)nc(SCc2cccnc2)n1
  3.8	-0.2	4.9	1.8	-5.9	12.5	-7.7	-0.9	5.4
CC(NC(=O)c1ccc([N+](=O)[O-])cc1[N+](=O)[O-])c1ccc(-c2ccccc2)cc1 (stereo unspecified)
  -1.2	0.1	-14.4	0.8	1.3	-93.8	-12.6	-11.6	11.9
CC(C)N1CCc2c(sc(NC(=O)c3cc4cc([N+](=O)[O-])ccc4s3)c2C(N)=O)C1
  2.4	1.9	-1.6	-0.3	3.6	-33.5	-4.3	10.5	6.3
COc1ccc(CN=C2NC(=O)CC(C(=O)Nc3ccccc3C)S2)cc1 (stereo unspecified)
  4.2	0.9	3.5	0.8	-2.0	-10.6	-25.3	0.7	1.5
Cc1[nH]c2ccccc2c1/C=N/NC(=S)NC(C)C
  -1.1	-0.5	30.5	-12.6	-0.5	-33.0	2.5	18.6	9.0
O=C(CN1C(=O)C2CC=C(Cl)CC2C1=O)Nc1ccc(C(=O)O)cc1 (stereo unspecified)
  4.7	0.2	-21.1	2.5	-11.6	18.2	-3.9	2.4	5.8
Cc1ccc(NC(=S)N(CCCN2CCC(C)CC2)Cc2ccco2)cc1
  6.0	-1.4	-16.2	9.8	0.4	-11.4	7.6	-8.4	5.3
COc1ccc(/C=C(\C#N)C(=O)OCC(=O)Nc2ccc(-c3nc4ccc(C)cc4s3)cc2)cc1
  8.0	0.8	21.9	-6.8	10.4	-60.5	-13.6	11.4	8.4
CCCCN(CCCC)Cc1ccc(C(=O)NNC(=O)Nc2ccc(Cl)cc2)o1
  8.5	0.0	5.5	5.4	1.5	-28.8	2.6	-11.5	5.6
O=C(Nc1nc(-c2ccncc2)cs1)c1ccc(F)cc1
  3.0	0.5	-1.9	3.0	6.5	-13.2	-17.4	7.7	14.6
O=C(/C=C\c1ccc2c(c1)OCO2)Nc1c2c(nn1-c1ccc(Cl)cc1)CSC2
  6.1	0.0	-14.5	1.6	4.1	22.1	4.5	5.6	5.6
CCOC(=O)C1(CCc2ccccc2)CCN(C(=O)C(C)n2cncn2)CC1 (stereo unspecified)
  0.0	0.3	-0.4	0.6	-0.7	10.4	-13.7	-4.9	5.0
O=c1[nH]c(/C=C/c2ccccc2[N+](=O)[O-])nc2ccccc12
  3.0	3.5	2.9	-1.1	3.4	9.1	-13.6	5.7	2.8
CCOC(=O)CC(=O)Nc1ccsc1C(N)=O
  8.2	0.2	17.7	·	3.9	12.7	-1.0	17.0	9.3
Cc1cc(C(=O)COC(=O)CCCN2C(=O)c3ccccc3C2=O)c(C)n1C
  -0.2	1.4	14.7	3.9	0.5	4.5	-4.0	-4.3	4.9

3 entries from above, ordered by the value under EP2 mod, falling.
SMILES	EP2 mod
O=C(/C=C\c1ccc2c(c1)OCO2)Nc1c2c(nn1-c1ccc(Cl)cc1)CSC2	22.1
CCOC(=O)CC(=O)Nc1ccsc1C(N)=O	12.7
CCCCN(CCCC)Cc1ccc(C(=O)NNC(=O)Nc2ccc(Cl)cc2)o1	-28.8

(list continues)
The line under a structure holds: p97 inhibitor	S1P4 agonist	NPY-Y1 PAM-ag	NPY Y1 blocker	eIF4E 4G PPI	EP2 mod	S1P4 antagonist	NPY-Y2 PAM-ag	EP2 antag
Cc1onc(-c2c(F)cccc2Cl)c1C(O)c1ccc(F)cc1 (stereo unspecified)
  -2.3	0.7	-0.2	·	-0.1	8.5	2.1	2.3	2.5
CN(C)c1nc(N2CCN(c3ccc(F)cc3)CC2)c(C#N)c(=O)o1
  3.4	0.3	6.5	7.5	1.5	-2.1	5.9	3.1	·
c1ccc(N(c2ccccc2)c2nc(N3CCCC3)nc(-n3ccnc3)n2)cc1
  6.3	1.0	18.4	2.8	-5.8	54.5	-11.8	11.0	·
Nc1nc(Br)c2c(F)cccc2c1-c1ccccc1
  -5.8	0.0	-30.1	4.4	1.2	52.5	0.4	2.1	·
COCCCNC(=O)CCn1c(=O)c2ccccc2n(Cc2cccc([N+](=O)[O-])c2)c1=O
  0.1	-0.1	-1.0	1.3	1.7	23.2	-13.3	4.4	13.4
CC(=O)N(C1CC(C)C(C#N)(C#N)C1(C#N)C#N)N(C)C (stereo unspecified)
  1.1	2.0	-3.5	1.2	1.8	-51.7	-18.4	-7.6	5.9
CC(C)[C@H](NC(=O)c1ccco1)C(=O)OCC(=O)c1ccc2c(c1)NC(=O)CO2
  -1.4	0.6	-10.6	-1.9	3.2	3.0	-3.4	-7.3	1.6
CN(Cc1ccccc1)C(=O)c1ccc2c(c1)OCO2
  0.5	0.3	9.3	2.4	2.1	16.7&-0.4	-13.3	-8.8	9.3&7.0
O=C1CC(c2ccc(F)cc2)c2cc3c(cc2N1)CCC3 (stereo unspecified)
  -3.9	0.5	-16.0	2.4	-3.1	6.4	-2.3	-2.7	7.1
COc1cc(/C=C2/S/C(=N/S(=O)(=O)Cc3ccccc3)NC2=O)c([N+](=O)[O-])cc1OC
  2.1	0.2	6.3	·	-6.1	-0.4	-4.7	-26.2	13.0
Cc1cc(C)n(-c2nc(Nc3ccccc3C(F)(F)F)nc(-n3nc(C)cc3C)n2)n1
  -2.7	-0.8	-19.3	4.2	-2.4[fluorescence artefact?]	-9.6	-9.3	-2.4	16.2
CCN1CCN(S(=O)(=O)c2cccs2)CC1
  4.6	0.1	0.5	3.7	-0.7	9.9	0.4	-7.3	3.5
COC(=O)c1nnn(Cc2ccccc2)c1N
  -5.0	-0.6	17.5	3.9	-3.0	10.5	-11.0	7.5	8.6
CCn1c(CSCc2ccc(F)cc2)nnc1SCC(=O)NCc1ccccc1
  0.9	-1.1	9.3	8.2	-8.9[fluorescence artefact?]	23.1	-2.4	-16.1	13.4
CCOC(=O)N1CCN(c2ccc(C(C)=O)cc2F)CC1C (stereo unspecified)
  1.8	-1.7	8.4	-1.3	5.5	-9.3	-1.6	18.9	10.2
C=CCn1c(N)cc(=O)nc1SC(C)C(=O)Nc1cccc2ccccc12 (stereo unspecified)
  7.5	0.4	-5.5	2.4	-0.4	-16.1&-5.4	10.1	18.0	11.3&12.9
CN(C[C@H](Cc1ccccc1)N(C[C@H](c1ccccc1)N(CCc1ccccc1)N=O)N=O)N=O
  -4.6	0.1	5.2	3.4	1.5	30.1	-10.8	-11.9	3.1
O=C(Nc1ccccc1Br)c1ccccc1-c1ccccc1
  -0.1	1.6	-19.2	3.2	3.5	70.2*	-14.6	2.8	9.5
CC1=NN(C(=O)c2ccc(Cn3nc(C)cc3C)o2)C(O)(C(F)(F)F)C1 (stereo unspecified)
  -0.4	-3.6	7.8	-0.1	-0.9	-2.1	2.4	-8.7	12.3
CCOC(=O)N1CCN(Cc2nc(N)nc(Nc3ccc(OCC)cc3)n2)CC1
  -0.2	-0.6	11.5	0.4	5.0	17.8	-5.1	-12.6	7.7
